Source: PubChem (National Center for Advancing Translational Sciences (NCATS))
KDM5B inhibitor = blocks human KDM5B histone demethylase activity; Q9UGL1; KDM5B demethylase, FDH-coupled NADH fluorescence (FDH is formaldehyde dehydrogenase); Potency, µM (series often up to 57.7 µM), for the others: top-dose activity change, negative = inhibition, usual class: inhibitors; hit rate 2.6% among 220,000; active means well fitted inhibition curve with a large enough effect; inconclusive means small, poorly fitted or top-dose-only effect; inactive means no such curve, though single readings can be large or run the other way; further: 0% is about no effect; nearly all actives have a fitted effect of over 70% in size
Target sequence (Q9UGL1 whole entry, looked up): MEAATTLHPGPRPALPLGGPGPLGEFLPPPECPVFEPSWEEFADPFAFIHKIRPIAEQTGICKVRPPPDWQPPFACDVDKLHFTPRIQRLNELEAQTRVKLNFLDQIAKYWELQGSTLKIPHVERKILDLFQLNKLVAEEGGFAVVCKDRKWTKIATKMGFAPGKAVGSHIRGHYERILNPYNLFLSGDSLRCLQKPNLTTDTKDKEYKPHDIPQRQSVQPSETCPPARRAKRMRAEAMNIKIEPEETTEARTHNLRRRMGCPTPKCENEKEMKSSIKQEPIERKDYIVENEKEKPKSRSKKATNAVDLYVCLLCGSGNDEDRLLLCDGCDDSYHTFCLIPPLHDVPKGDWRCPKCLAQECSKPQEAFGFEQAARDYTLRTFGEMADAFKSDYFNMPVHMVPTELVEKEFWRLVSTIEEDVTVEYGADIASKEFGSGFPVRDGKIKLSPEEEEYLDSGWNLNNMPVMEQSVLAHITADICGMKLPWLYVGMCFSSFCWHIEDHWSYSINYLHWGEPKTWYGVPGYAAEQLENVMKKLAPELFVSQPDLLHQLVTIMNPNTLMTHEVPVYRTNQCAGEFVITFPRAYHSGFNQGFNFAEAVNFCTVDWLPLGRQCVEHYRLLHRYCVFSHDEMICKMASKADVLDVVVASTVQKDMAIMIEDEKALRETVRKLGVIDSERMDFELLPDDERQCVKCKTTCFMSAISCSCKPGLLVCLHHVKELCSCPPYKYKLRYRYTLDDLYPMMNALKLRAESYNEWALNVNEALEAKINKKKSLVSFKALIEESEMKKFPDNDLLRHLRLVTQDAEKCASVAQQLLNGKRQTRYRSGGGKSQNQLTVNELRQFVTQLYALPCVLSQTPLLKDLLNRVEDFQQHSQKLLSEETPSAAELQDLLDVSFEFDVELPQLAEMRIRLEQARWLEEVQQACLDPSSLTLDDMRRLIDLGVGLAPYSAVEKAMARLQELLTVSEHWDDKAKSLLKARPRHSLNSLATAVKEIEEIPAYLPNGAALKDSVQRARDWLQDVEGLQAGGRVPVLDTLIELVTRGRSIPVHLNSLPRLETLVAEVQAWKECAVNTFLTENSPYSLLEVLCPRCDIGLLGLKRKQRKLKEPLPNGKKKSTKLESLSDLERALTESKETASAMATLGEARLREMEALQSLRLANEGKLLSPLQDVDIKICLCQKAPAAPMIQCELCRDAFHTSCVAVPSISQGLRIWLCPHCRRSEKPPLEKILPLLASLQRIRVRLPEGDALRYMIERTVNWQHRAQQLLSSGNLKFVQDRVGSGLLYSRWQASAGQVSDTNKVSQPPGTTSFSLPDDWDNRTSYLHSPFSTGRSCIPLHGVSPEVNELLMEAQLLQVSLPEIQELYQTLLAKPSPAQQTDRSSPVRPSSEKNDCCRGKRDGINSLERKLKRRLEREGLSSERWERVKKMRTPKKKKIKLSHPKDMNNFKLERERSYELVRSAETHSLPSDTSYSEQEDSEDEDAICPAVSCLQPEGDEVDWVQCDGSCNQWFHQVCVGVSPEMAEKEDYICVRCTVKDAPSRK
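qHTS format, multiple compound concentrations. Buffer 50 mM HEPES pH 7.5/0.01% Tween-20; 200 nM KDM5BΔAP final; 10 min compound preincubation; substrate-mix levels 12.5 µM peptide, 25 µM α-KG, 0.25 mM NAD⁺; 30 min RT; ΔRFU.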
An asterisk follows results filed as active; u = inconclusive; [ ] = remark or other dose. Potency means the concentration at half of the fitted maximal effect. Only part of the results is shown. The share of hits here may be higher or lower than overall.

SMILES | KDM5B inhibitor
Cc1cc(C(=O)NCc2cccc(Br)c2)c2c(C)nn(-c3ccccc3)c2n1 | -10%
COc1ncccc1-c1cc(C(=O)NCc2c(C)cc(C)[nH]c2=O)c2c(c1)N(C)CCO2 | 35µM*
CCc1ccc(NC(=O)CSc2ccc3nnc(CCNS(=O)(=O)c4ccc(OC)cc4)n3n2)cc1 | -11%
Cc1ccc(C(=O)CCN2CCC(c3ccccc3)C2)cc1 (stereo not drawn) | -8%
O=C1C=C(c2ccc(Cl)cc2)CC(c2ccccc2)C1 (stereo not drawn) | -17%
CCc1cccc(C)c1Nc1c(-c2ccc(SC)cc2)nc2sccn12 | u
Cc1cnc(C2CCOCC2)n1CC1CCN(C(=O)C2CC2)CC1 | -8%
COc1cccc(Nc2ncc(-c3ccc(OC)nc3)c3c2OCC3)c1 | u
C[C@]1(CO)C2CC[C@@H](O)[C@@H](CC(=O)N3CCC[C@H]3CO)[C@]2(C)CC[C@H]1OC(=O)Nc1ccc(Cl)c(Cl)c1 (stereo partly drawn) | -15%
O=C(NCCc1ccccn1)C1CCC(=O)N(C2CCCCCC2)C1 (stereo not drawn) | -14%
COc1ccc(NC(=O)c2sc3nc[nH]c(=O)c3c2C)cc1OC | -9%
CCOc1ccc(C(=O)N2C[C@@H](COC)[C@H](c3ccncc3)C2)cc1 | -4%
Cc1ccc(CNC(=O)C2CCN(S(=O)(=O)c3c(C)noc3/C=C/c3cccs3)CC2)cc1 | u
Cc1nn(-c2ccccc2)nc1CNC(=O)c1ncoc1-c1ccccc1 | u
COc1ccc(S(=O)(=O)N2CCC(CC(=O)NCc3ccccc3)C2)cc1 (stereo not drawn) | -17%
COc1cc(O)ccc1CN1CCCC2(Cc3ccccc3CNC2=O)C1 (stereo not drawn) | -7%[115 µM]
CCCCc1ccc(NC(=O)c2ccc3c(c2)N(S(C)(=O)=O)CC3)cc1 | u
CS(=O)(=O)N1N=C(c2ccccc2)CC1c1cccs1 (stereo not drawn) | 9%
COc1ccc(S(=O)(=O)Oc2ccc3cc(-c4ccc(OC)c(OC)c4)c(=O)oc3c2)cc1 | -22%
Cc1oc(-c2cccc(Cl)c2)nc1CN1CCC(C(=O)NCCc2ccc(Cl)cc2)CC1 | -9%
O=C(C1CCCC1)N1CC2(CCCCN2CC2CC2)Cc2ccccc21 (stereo not drawn) | 24%[115 µM]
CC(C)CC(=O)NC(C)C1CC2CCC1C2 (stereo not drawn) | 15%
CCCNC(=O)C(NC(=O)c1cccs1)C1CCN(C(=O)c2ccco2)CC1 (stereo not drawn) | -1%
CCCC(C)c1nnc(NC(=O)Cc2ccc(OC)cc2OC)s1 (stereo not drawn) | -21%
CC(C)COP(=O)(OCC(C)C)C(O)c1ccc2c(c1)OCO2 (stereo not drawn) | 1%
CCOC(=O)C1CCN(C(=O)c2ccc(-n3ccc4ccccc43)s2)CC1 | u
Cc1cccc(NC(=O)Nc2ccc(C)n(CC(=O)O)c2=O)c1 | 20µM*
Cn1c(=O)n(-c2ccc3c(c2)OCO3)c2nc(-c3ccccc3)nc(C(N)=O)c21 | -15%
COc1ccccc1NC(=O)c1sc2nc(C)c(C(=O)Nc3ccc(C)cc3C)c(-c3ccccc3Cl)c2c1N | 9%
CN(Cc1cccnc1)C(=O)c1c(OCC2CC2)cc(=O)n2c1CCCCC2 | 6%
O=C(NCCc1ccc(Cl)cc1)c1ccc(CS(=O)Cc2ccccc2Cl)o1 (stereo not drawn) | -12%
COc1ccc(CN2CCCC(c3[nH]ccc3C(N)=O)C2)cc1Cn1ccnc1 (stereo not drawn) | 22%
O=S(=O)(N[C@H]1CO[C@H]2[C@@H]1OC[C@@H]2Nc1nccc(-c2cccs2)n1)c1cccs1 | 22µM*
Cc1ccc(-c2noc(CCCC(=O)N3CCc4nc5cc(-c6ccccc6)[nH]n5c(=O)c4C3)n2)cc1 | u
CCc1ccc(C(=O)N2CCC(Oc3nccnc3N(C)C)C2)cc1 (stereo not drawn) | 6%
Cc1ccc2c(COC(=O)CNC(=O)c3ccccc3)cc(=O)oc2c1 | 3%
Cc1nc(COc2ccc(C(=O)N3CCc4ccccc43)cc2)no1 | 14%
COc1cc(-c2ccnc3nc(C(C)C)nn23)cc(OC)c1OC | u
O=C(Cc1c(Cl)cccc1Cl)N1CCN(c2ccccc2O)CC1 | -22%
COC(=O)c1c(NC(C)=O)c2cc(NC3CCCC(C)(C)C3)cnc2n1CC1CCCO1 (stereo not drawn) | u
CCOC(=O)c1sc2ccccc2c1S(=O)(=O)Nc1ccc(N(C)C)cc1 | u
Cn1c(SCC(=O)Nc2ccccc2C#N)nc2cc(-c3ccccc3)sc2c1=O | -6%
COc1ccccc1CC(=O)NCc1nnc2cc(-c3nc(C)no3)ccn12 | u
O=C(OCc1ccc(F)cc1Cl)c1ccccc1Sc1ccc(C(F)(F)F)cc1[N+](=O)[O-] | 7%
CN(Cc1ccc2nsnc2c1)C(=O)c1ccc(CCC(C)(C)O)cc1 | u
O=C(CCC1CCCC1)NCc1ccc(OCc2cccnc2)cc1 | -8%
CCOC(=O)c1ccc(NC(=O)c2oc3ccc4c(c3c2C)C(=O)CC(C)(CC)O4)cc1 (stereo not drawn) | u
O=C(Nc1nnc(Cc2c[nH]c3ccccc23)s1)C1CCCCC1 | 9%
Cc1cccc(OCCc2noc(C3CCCN3C(=O)c3n[nH]c(=O)c4ccccc34)n2)c1 (stereo not drawn) | 17%
O=C(c1ccc(Cl)cc1)N1CCN(c2cc(-c3ccc(Cl)cc3)[nH]n2)CC1 | -12%

Going on with the list.
SMILES | KDM5B inhibitor
COc1ccc(Br)cc1S(=O)(=O)NCCN(C)C | -13%
Cn1cc(-c2cc(=O)c3ccnc(-c4cccc5[nH]ccc45)c3o2)cn1 | -26%[86.2 µM]
O=C(NCC1(c2ccccc2)CCC1)C12CC3CC(CC(C3)C1)C2 | 17%
Cc1cc(-c2ccc(S(=O)(=O)Nc3ccc(Cl)cc3)cc2)on1 | -26%
COC(=O)COc1cc(C)cc2oc(=O)cc(-c3ccccc3)c12 | -14%
O=C1CCN(C(=O)[C@@H]2CCCN2S(=O)(=O)c2cccc3cccnc23)CCCCCCN1 | -16%
CCOC(=O)c1cc(-c2ccc(F)cc2)n(CC(=O)NC2CCCCCC2)c1C | -18%
CCCCCCCNCCCCCCC | 20%
CCCc1ccc(NC(=O)Cn2cnc3c2c(=O)n(C)c(=O)n3C)cc1 | -14%
Cc1c(Cl)cccc1NC(=O)CSc1nc(=O)n(CCN2CCOCC2)c2c1CCC2 | u
Cc1cc(C(=O)N2CC[C@H](NC(=O)c3snnc3C)C[C@H]2C(=O)N[C@@H](Cc2cccs2)C(N)=O)n(C)n1 | 22%
CCn1c(COc2ccc(Cl)cc2)nnc1SCc1cc(C)ccc1C | -13%
COc1ccc(CNC(=O)c2ccc3nc(Cc4ccccc4F)oc3c2)cc1 | 6%
CCCCc1c(C)nc2c(Cl)cccc2c1Cl | -8%
CC(C)c1ccc(NC(=O)CCCc2nc(-c3ccc(Cl)cc3)no2)cc1 | -3%
O=C(Nc1cccc(C(F)(F)F)c1)N[C@H]1CO[C@H]2[C@@H]1OC[C@@H]2n1nnnc1-c1ccc2c(c1)OCO2 | u
O=C(Nc1cccc([N+](=O)[O-])c1)Nc1cnccn1 | 0%
CC1=C(C(=O)Nc2ccccc2)C(c2cccs2)n2nc(SCc3ccccc3)nc2N1 (stereo not drawn) | -20%
O=C(Nc1cccc(C(F)(F)F)c1)C1CC2CCC1C2 (stereo not drawn) | -25%
CCONC(=O)c1cc2ccc(C(C)(C)C)cc2[nH]1 | 10%
CCCC1(c2ccccc2)NC(=O)N(CC(=O)Nc2ccccc2C(F)(F)F)C1=O (stereo not drawn) | 32%
CCc1cccc(NC(=O)CCc2c(C)nc3c(c2C)c(=O)n(C)c(=O)n3C)c1 | u
COc1cc(Cl)c(C)cc1NC(=O)c1cnn(-c2ccc(F)cc2F)c1C1CCN(C(=O)OC(C)(C)C)CC1 | -18%
Cc1ccc(S(=O)(=O)CCN2CCN(c3ccccc3)CC2)cc1 | -14%
O=C(CC1Cc2ccccc2C1)N1CCN(CCO)CC(O)C1 (stereo not drawn) | -20%
O=S1(=O)c2ccccc2N(Cc2ccc(F)cc2)c2ccccc21 | u
Cc1nnc(-c2cc(-c3ccccc3Oc3ccccc3)ccn2)n1CCN1CCOCC1 | -7%
Cc1cc(S(=O)(=O)[C@H]2CS(=O)(=O)C[C@@H]2N2CCN(c3ccc(F)cc3)CC2)ccc1F | 15%
CC1(C)C(=O)N(CC(=O)NC2CCCc3ccccc32)c2ccccc21 (stereo not drawn) | 14%
COCCNC(=O)C1COC2(CCN(C(=O)c3ccc(Cl)cc3)CC2)N1C(=O)c1ccccc1C (stereo not drawn) | 15%
CNC(=O)[C@@H]1CNC[C@H]1C1CCN(C)CC1 | -6%
O=C(O)c1cccc(NC(=O)c2ccc3c(c2)C(=O)N(C2CCCCC2)C3=O)c1 | 16%
O=C1N(Cc2ccccc2)c2ccccc2C12CCN([S+](=O)([O-])c1ccccc1)C2 (stereo not drawn) | -30%
COC[C@H]1C[C@@H](NC(=O)c2ccc(C(F)(F)F)cc2)[C@H](O)[C@@H]1O | u
Cc1ccc(C)c(N2CCN(C(=O)C3CCC(CNS(=O)(=O)c4ccc(Br)s4)CC3)CC2)c1 (stereo not drawn) | -1%
COCCNC(=O)c1coc(COc2ccc3c(c2)C(c2ccc(C)cc2)N(C(=O)C2CC2)CC3)n1 (stereo not drawn) | -15%
COc1ccc(C(=O)NC2CCc3ccccc32)cc1OC1CCN(C(C)C)CC1 (stereo not drawn) | -7%
CCOc1ccc(NC(=O)N2CC=C(c3c[nH]c4ccccc34)CC2)cc1 | u
CCCCNC(=O)CSc1nc2cc3c(cc2c(=O)n1CCCCCC(=O)NCc1ccc2c(c1)OCO2)OCO3 | 21%
O=C(c1ccccc1O)N1CCN(C(=O)c2cc(=O)[nH]c3ccccc23)CC1 | u
Cc1cc2cc(-c3c(C)noc3C)nc(Nc3cccc(F)c3)c2o1 | u
OC(c1cccc(C(F)(F)F)c1)c1nc(Nc2ccc(F)cc2)n[nH]1 (stereo not drawn) | -6%[86.2 µM]
O=C(COc1cc(O)c2c(=O)cc(-c3ccccc3)oc2c1)NCCCO | -4%
Cc1cccc(OCC(=O)Nc2ccc3oc(-c4ccncc4)nc3c2)c1 | -8%
CCOc1ccc(NC(=O)CC2C(=O)Nc3ccccc3N2C(=O)c2ccc(C(C)(C)C)cc2)cc1 (stereo not drawn) | -23%
COc1ccc(OC)c(C2CC(=O)Nc3c2c(=O)nc(SC)n3C)c1 (stereo not drawn) | 8%
Cc1nnc(N2CCC(C(=O)N3CCCCC3)CC2)c2nn(-c3ccc(Cl)cc3)c(C)c12 | -23%
COc1ccc(CNc2nc3c(-c4cccc(C)c4)nnn3c3ccccc23)cc1 | -27%
c1ccc2c(c1)ccc1n[nH]nc12 | 13%
CN(C)c1ccc(C(=O)NC[C@H]2O[C@@H](CO)[C@@H](O)[C@H]2N2CCN(c3ccccn3)CC2)cc1 | -20%

Remaining list, next part:
SMILES | KDM5B inhibitor
CCCCCn1c(N2CCN(Cc3ccccc3C)CC2)nc2c1c(=O)[nH]c(=O)n2C | -11%
O=C(/C=C/c1ccccc1O)c1ccccc1Cl | u
Cc1ccccc1C(=O)Nc1scc(-c2ccc(Br)cc2)c1C(=O)O | u
CC(=O)c1cc(CC(=O)N[C@@H]2COCC[C@@H]2OCc2ccccc2)cs1 | 22%
Cc1ccc(-n2cccc2CC(=O)NC(C)(C)C)cc1 | -8%
Cc1ccccc1-c1nc2scc(CCNC(=O)C(=O)Nc3ccc(F)cc3F)n2n1 | 11%
CCN(CC)S(=O)(=O)c1ccc2c(c1)c(=O)c(C(=O)NCc1ccccc1Cl)cn2C | -14%
Cc1ccc(-c2noc(CNC(=O)c3ccc(C(C)(C)C)cc3)n2)cc1 | -25%
Cc1ccc(Nc2nc(-c3cc4cc([N+](=O)[O-])ccc4oc3=O)cs2)cc1 | -8%
Cn1nc(C2CCCN(C(=O)Nc3ccc4c(c3)OCCO4)C2)n(C2CCCC2)c1=O (stereo not drawn) | 14%
CCOC(=O)c1ncoc1-c1ccccc1C(=O)NCc1cccc(Cl)c1 | 13%
Cc1nc(NCc2ccco2)sc1C(=O)NCCC(C)C | 12%
